NPY Y2 blocker – antagonists of human neuropeptide Y receptor Y2. actives 0.99% (n = 140,000). AID 793. NPY-Y2 expressing cells, antagonist mode. inhibition, % at 2.7 µM. P49146; in the data active = inhibition above about 17%;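 note: 0% = vehicle with agonist challenge and 100% = reference antagonist with challenge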
Target sequence (P49146 whole entry, looked up): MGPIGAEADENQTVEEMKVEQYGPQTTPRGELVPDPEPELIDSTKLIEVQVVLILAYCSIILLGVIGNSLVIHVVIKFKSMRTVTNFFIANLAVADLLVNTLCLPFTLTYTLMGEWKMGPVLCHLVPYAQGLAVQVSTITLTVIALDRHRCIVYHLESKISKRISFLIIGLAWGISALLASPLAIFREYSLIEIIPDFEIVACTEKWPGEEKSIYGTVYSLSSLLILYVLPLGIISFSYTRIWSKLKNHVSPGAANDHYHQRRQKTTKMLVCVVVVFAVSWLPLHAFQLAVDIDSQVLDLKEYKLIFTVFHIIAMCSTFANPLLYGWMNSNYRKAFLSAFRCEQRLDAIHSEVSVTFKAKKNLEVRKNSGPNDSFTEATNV
MRP1 act – activates MRP-1 | H69AR cells + doxorubicin, viability rescue, CellTiter-Glo | viability increase, % at 10 µM | actives 0.61% (n = 140,000);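 active = viability gain under doxorubicin at or above a set limit, the compound median plus 3 SD, cut at about 4.7% in these data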;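 note: MRP-1 overexpressing cells given doxorubicin 25 µM after compound pretreatment; 18-22 h compound pretreatment then 72 h with doxorubicin before readout; 0% = doxorubicin-only wells and 100% = vehicle-treated cells without doxorubicin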
Measles CPE – protection of cells from measles virus. Measles virus-infected cells, CPE protection, absorbance. protection (pct of control), % at 4 µM. actives 1.5% (n = 140,000); in the data active = protection mostly above about 24%, no sharp cut-off; inactive = mostly below about 26%; note: some compounds called inactive have numbers as strong as hits
GALR2 antag – blocks the human galanin receptor 2. actives 0.39% (n = 140,000). O43603. inhibition, % at 4 µM. GALR2-expressing cells, antagonist mode; in the data active = inhibition above about 27%;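 note: cells stimulated with galanin 1-16 at roughly its EC80; 0% = agonist challenge control and 100% = basal control without agonist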
Target sequence (O43603 whole entry, looked up): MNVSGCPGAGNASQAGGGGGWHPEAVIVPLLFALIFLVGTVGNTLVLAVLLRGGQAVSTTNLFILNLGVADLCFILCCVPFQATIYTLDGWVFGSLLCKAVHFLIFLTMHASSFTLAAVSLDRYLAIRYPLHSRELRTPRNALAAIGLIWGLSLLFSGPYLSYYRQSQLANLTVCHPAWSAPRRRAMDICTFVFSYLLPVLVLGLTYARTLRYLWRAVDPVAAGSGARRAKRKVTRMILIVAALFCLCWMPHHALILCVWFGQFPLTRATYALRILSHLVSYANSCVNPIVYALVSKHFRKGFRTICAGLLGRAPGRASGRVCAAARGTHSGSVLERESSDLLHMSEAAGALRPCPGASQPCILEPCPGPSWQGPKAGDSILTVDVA
Yeast lifespan up – yeast lifespan extension; S. cerevisiae growth with nicotinamide, OD615; deaD strain in restrictive glucose medium; inhibition of the nicotinamide effect, % at 10 µM; actives 0.68% (n = 130,000); AID 775;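 active = inhibition above a set limit, placed 3 SD over the median of all compounds, cut at about 26% in these data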;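 note: 0% = nicotinamide-treated wells and 100% = cells grown without nicotinamide; some compounds called inactive have numbers as strong as hits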
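Assay system: engineered S. cerevisiae DeaD replicative-lifespan strain, galactose-grown log-phase cells; medium: restrictive CSMM-D dextrose medium; also added: nicotinamide, 1.5 mM, co-present with compound; schedule: 48 h compound exposure at 30 °C, humidified; detection: absorbance at 615 nm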
Yeast growth inh – yeast BB579 growth reduction in restrictive medium; S. cerevisiae BB579 growth, OD615, 48 h; inhibition, % at 10 µM; actives 0.51% (n = 140,000);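 active = inhibition above a set limit, 3 SD over the mean compound inhibition, cut at about 44% in these data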; note: inactives centre near -24
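test system = yeast BB579 (DeaD) | buffer or medium = restrictive CSMM-D medium | doses = single compound dose of 10 µM, 0.25% DMSO final | times = 4 h preincubation and 48 h exposure at 30 °C | technique = culture absorbance at 615 nm | benchmarks = amphotericin B 10 µg/mL, positive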
E-sel TNF inh – blocks E-selectin expression induced by TNF alpha. actives 0.71% (n = 120,000). inhibition, % at 2 µM. HUVEC TNFa-induced E-selectin immunofluorescence, high content;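 active = inhibition above the batch mean plus 3 SD, and confirmed as a hit on visual image review, cut at about 43% in these data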;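 note: 0% = TNF-stimulated DMSO wells and 100% = unstimulated control wells; not every result past the cut was called active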
PTEN del growth – suppresses growth of cells with PTEN deletion; HCT116 PTEN-null viability, CellTiter-Glo, 60 h; active compounds read low; actives 1.2% (n = 140,000); viability, % at 10 µM; AID 827;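 active = viability at or below a set limit, 4 SD under the median of all tested compounds, cut at about 3.7% in these data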;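 note: PTEN knockout HCT116 line with beta catenin targeted HCT116 as companion control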
Phagocytosis inh – inhibitors of macrophage phagocytosis. actives 0.07% (n = 110,000). inhibition, % at 5 µM. J774A.1 macrophage IgG-bead phagocytosis, imaging. AID 1029;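 active = inhibition above the mean of the plate negative controls plus 5 SD, cut at about 13% in these data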;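 note: phagocytic index as fraction of beads internalized from green versus red external bead signal; plate controls were DMSO negative control for no effect and cytochalasin-D positive control for full effect; some results beyond the cut were filed as inactive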
bCat KO growth – beta-catenin-lacking colon tumor cell growth suppression; HCT116 beta-catenin knockout viability, CellTiter-Glo, 60 h; active compounds read low; viability, % at 10 µM; actives 1.5% (n = 140,000);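 active = viability at or under a set limit, the compound median less 4 SD, cut at about 6% in these data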;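 note: 0% = Hyamine 1622 control at 20 µM and 100% = untreated cell control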
Starred values were filed as active, the others as inactive; . = no result given.

SMILES | NPY Y2 blocker | MRP1 act | Measles CPE | GALR2 antag | Yeast lifespan up | Yeast growth inh | E-sel TNF inh | PTEN del growth | Phagocytosis inh | bCat KO growth
COc1ccc(/C=N/NS(=O)(=O)c2ccccc2)cc1OS(=O)(=O)c1ccc(C)cc1 | -2 | -2.1 | 26 | -3 | -5 | -56 | 21 | 18 | -1 | 11
Cn1c(-c2ccc(Br)cc2)cnc1NCc1cccnc1 | 5 | -0.5 | 6 | 12 | 42* | -29 | 4 | 101 | -2 | 101
COC(=O)Cc1c(C)c2c(O)cc(C)cc2oc1=O | 7 | 1.6 | 26 | -5 | -8 | -25 | 3 | 107 | 2 | 101
COc1ccccc1S(=O)(=O)Cc1ccc(C(=O)N2CCN(c3ccccc3)CC2)o1 | 1 | -1.3 | . | 9 | -12 | -60 | 17 | 64 | -3 | 66
Cc1cc(C)c(S(C)(=O)=O)c(Sc2ccc(Cl)cc2)n1 | 1 | 5.4* | 8 | 0 | -7 | -41 | -2 | 95 | . | 103
CCOC(=O)c1cc(-c2ccncc2)nc2c1c(C)nn2C | 4 | -5.5 | 5 | -13 | -20 | -25 | . | 48 | 0 | 44
O=C(COC(=O)c1ccccc1Br)NCc1ccccc1 | 2 | -2.6 | 8 | 0 | -5 | -2 | . | 96 | -9 | 93
O=C(O)c1ccccc1CSc1nc2ccccc2o1 | 2 | -2.6 | 3 | 12 | 5 | -19 | 1 | 90 | -3 | 98
Cc1c(/C=C/C(=O)c2ccc(O)cc2)cnn1C | 3 | -3.6 | 42* | -1 | -3 | -7 | -20 | 73 | -11 | 68
CCC1SC2=NC(C)=C(C(=O)OC)C(c3cccs3)N2C1=O (stereo unspecified) | 6 | 5.5* | 0 | 2 | -2 | -27 | 4 | 95 | -1 | 97
Cc1cc(C)n(-c2cc(N3CCN(S(=O)(=O)c4ccc(C)c(C)c4)CC3)ccc2[N+](=O)[O-])n1 | 1 | -0.5 | 27 | -6 | -4 | -55 | 9 | 100 | . | 81
Cc1ccccc1S(=O)(=O)Cc1ccc(C(=O)NCCN2CCN(Cc3ccccc3)CC2)o1 | 5 | -0.6 | 24 | 7 | -3 | 4 | -26 | 100 | -1 | 100
COc1ccc(C2NCCO2)cc1OC (stereo unspecified) | 4 | 1.1 | 4 | 1 | -13 | 5 | -26 | 99 | -1 | 92
COc1ccc(C2CC(c3ccccc3)=NN2C(=O)c2ccc(Cl)c([N+](=O)[O-])c2)cc1 (stereo unspecified) | 0 | -4.4 | 6 | -24 | 9 | -48 | . | 10 | -15 | 11
CC(C)(C)NC(=O)C(c1ccc(F)cc1)N(Cc1ccco1)C(=O)c1csnn1 (stereo unspecified) | 2 | -1.4 | 6 | -6 | -10 | -51 | -1 | 100 | -3 | 93
O=C(CCn1cnc2ccccc2c1=O)Nc1ccc(Cl)c(Cl)c1 | 3 | -1.0 | 6 | 1 | 0 | -35 | 4 | 90 | -1 | 79
CC12CC(NC(=O)N1c1cccc(C(=O)Nc3ncn[nH]3)c1)c1ccccc1O2 (stereo unspecified) | -3 | -0.6 | 16 | -14 | -9 | -17 | 2 | 100 | 3 | 102
COc1cccc(CN(C)CC(=O)Nc2cc3oc4ccccc4c3cc2OC)c1 | 7 | 0.2 | 8 | 18 | -1 | -28 | . | 55 | 0 | 63
Cc1cc(C)cc(N(C(=O)Cc2cccs2)C(C(=O)NC2CCCCC2)c2ccccn2)c1 (stereo unspecified) | 8 | -4.4 | 6 | 5 | 2 | -36 | -49 | 83 | . | 80
COc1cccc(OCCn2cc(/C=N/NC(=O)c3ccncc3)c3ccccc32)c1 | 2 | -1.4 | 5 | -15 | -5 | -2 | . | 64 | -7 | 83
CC(=O)N1CCC(N(CCN2CCOCC2)C(=S)Nc2cccc(C)c2)CC1 | 2 | -2.5 | 11 | 9 | -2 | -21 | 31 | 87 | -7 | 95
CC(=O)Nc1ccc(Sc2ncccc2C(=O)Nc2ccc(OC(F)(F)F)cc2)cn1 | 5 | -1.9 | 2 | -38 | 1 | -22 | -2 | 64 | 0 | 47
Cc1cccc(NCc2nc3ccccc3n2Cc2ccccc2)c1 | 3 | -1.0 | 9 | 9 | 24 | -24 | 5 | 49 | 0 | 67
Cc1ccc(NC(=S)c2nc3ccccc3[nH]2)cc1 | 2 | -2.5 | 4 | 7 | -10 | -6 | 26 | 21 | . | 34
CCOc1cccc(CNc2ccc(O)cc2)c1OCc1ccc(Cl)cc1Cl | -1 | -5.2 | 12 | 3 | 12 | -15 | 19 | 28 | -2 | 43
COC(=O)c1cc2c(ccn2-c2ccc(F)cc2)n1C(C)C | 21* | 2.6 | 4 | 1 | -18 | -46 | -6 | 71 | . | 76
O=c1[nH]c2cc(Cl)c([N+](=O)[O-])nc2[nH]1 | 18* | -1.2 | 8 | -13 | -2 | 9 | . | 92 | -9 | 86
Cc1ccc2[nH]c(C)c(CCNC(=O)c3cc4cc([N+](=O)[O-])ccc4oc3=O)c2c1 | 8 | 2.0 | 12 | 2 | -3 | -18 | . | 57 | -6 | 59
Cn1nnnc1SCc1cc(=O)[nH]c2ccccc12 | 1 | -0.6 | 4 | 6 | -5 | -22 | 11 | 98 | 2 | 94
O=c1c2ccccc2c(-c2ccc(F)cc2)nn1-c1ccc(C(F)(F)F)cc1 | 2 | -3.7 | 8 | -5 | -24 | -27 | 32 | 73 | -1 | 78
CC(C)(C#N)Nn1cnnc1 | 1 | -0.3 | 11 | 5 | . | -33 | 17 | 101 | . | 97
Cc1ccc(-n2c(C)cc(/C=N/NC(=O)CC3(C)OCCO3)c2C)c(C)c1 | 4 | 0.7 | 9 | -1 | . | -16 | -5 | 79 | . | 84
COCCNC(=O)CSc1nc2c(n1-c1ccccc1)CCCC2 | 0 | -1.7 | 45 | 6 | -4 | -32 | 20 | 95 | . | 95
CCOC(=O)CC(N)c1ccc(OC)cc1 (stereo unspecified) | 1 | -2.2 | 8 | 1 | -18 | -16 | 18 | 88 | . | 102
CCOc1cc(C(=O)NCc2nnc(SCC(=O)OC)n2C)cc(OCC)c1OCC | 3 | -1.0 | 31 | 7 | -5 | -26 | 71* | 96 | -1 | 98
O=C(Nc1ccc(-c2nnc3n2CCCCC3)cc1)c1ccco1 | 0 | -2.3 | 2 | -18 | 4 | -6 | . | 98 | -1 | 98
O=C(COC(=O)CSc1cc(Cl)ccc1Cl)Nc1ncc(C(F)(F)F)cc1Cl | 4 | -0.4 | 11 | -2 | -2 | -36 | -1 | 94 | -8 | 88
CC(NC(=S)Nc1c(Br)cccc1OC(F)F)C(C)(C)C (stereo unspecified) | 0 | -3.7 | 5 | 14 | -2 | 4 | . | 73 | . | 66
O=C(CSC1=NCCS1)Nc1nc2c(s1)CCCC2 | 0 | -4.9 | 28 | -1 | -31 | 0 | -14 | 94 | . | 87
CCn1c(SCC(N)=O)nnc1-c1ccc(S(=O)(=O)N2CCN(C)CC2)cc1 | 0 | -0.5 | 6 | 4 | -2 | -19 | -19 | 93 | 0 | 95
O=C(Nc1ccc(SC(F)F)cc1)C1=COCCO1 | 0 | 2.7 | 8 | 7 | -10 | 19 | -11 | 92 | . | 83
CCCCCCNS(=O)(=O)c1ccc(Cl)s1 | 3 | -1.8 | 4 | -17 | -5 | -1 | -13 | 90 | 0 | 89
Cc1ccc(S(=O)(=O)NCC(=O)N/N=C/c2ccc(Cl)cc2)cc1 | 2 | 0.0 | 3 | 1 | 3 | -28 | . | 99 | 22 | 86
CCn1c(C)nc2cc(C(=O)OC(C(F)(F)C(F)F)C(F)(F)C(F)F)ccc21 | 4 | 1.4 | 19 | 7 | -17 | -25 | -8 | 102 | -2 | 96
O=C(CCC(=O)OCC(=O)c1ccc(-c2ccccc2)cc1)Nc1cccc2cccnc12 | 1 | -1.5 | 5 | 9 | -18 | -55 | -75 | 95 | -3 | 109
CC1=CS(=O)(=O)CC1Sc1nc2ccccc2[nH]1 (stereo unspecified) | -1 | -1.1 | 4 | 3 | 68* | -59 | . | 103 | 1 | 99
COc1ccc([N+](=O)[O-])cc1N(CC(=O)NCCC1=CCCCC1)S(C)(=O)=O | 4 | -1.3 | 12 | 5 | -5 | -9 | -2 | 98 | -2 | 81
CCOc1ccc(OCC)c(Nc2cc(C)nc3nc(C)nn23)c1 | 1 | -3.5 | 13 | -6 | -5 | -39 | 34 | 59 | . | 73
O=C1C2C(C(=O)N1c1ccncc1)C1C=CC2C12CC2 (stereo unspecified) | 2 | . | 14 | -1 | -8 | -27 | -3 | 106 | 0 | 95
COc1cc2c(cc1NC(=O)c1cccnc1)oc1ccccc12 | -1 | -1.9 | 14 | 0 | -13 | -37 | -8 | 85 | -1 | 88

2 successive records out of the list so far:
SMILES | NPY Y2 blocker | MRP1 act | Measles CPE | GALR2 antag | Yeast lifespan up | Yeast growth inh | E-sel TNF inh | PTEN del growth | Phagocytosis inh | bCat KO growth
CCn1c(C)nc2cc(C(=O)OC(C(F)(F)C(F)F)C(F)(F)C(F)F)ccc21 | 4 | 1.4 | 19 | 7 | -17 | -25 | -8 | 102 | -2 | 96
O=C(CCC(=O)OCC(=O)c1ccc(-c2ccccc2)cc1)Nc1cccc2cccnc12 | 1 | -1.5 | 5 | 9 | -18 | -55 | -75 | 95 | -3 | 109

Additional results:
SMILES | NPY Y2 blocker | MRP1 act | Measles CPE | GALR2 antag | Yeast lifespan up | Yeast growth inh | E-sel TNF inh | PTEN del growth | Phagocytosis inh | bCat KO growth
Cc1ccc2nc3sc(C(=O)NCc4ccco4)c(N)c3cc2c1 | 1 | -4.8 | 33 | 17 | . | -7 | 39 | 66 | . | 52
O=C(CCl)Nc1ccc(N=Nc2ccccc2)cc1 | -4 | -5.3 | 9 | 4 | -5 | -32 | . | 12 | 4 | 18
COC(=O)CN(c1ccccn1)S(=O)(=O)c1ccccc1 | 1 | -1.7 | 5 | -2 | -8 | -57 | -18 | 88 | . | 88
CC(C)(C)c1ccc(/C=C/C(=O)N2CCc3ccccc3C2)cc1 | 10 | -1.6 | 18 | -5 | -3 | -41 | -44 | 95 | . | 87
COc1ccc(C(=O)CN2C(=O)NC(C)(c3ccc(C)cc3)C2=O)cc1OC (stereo unspecified) | 9 | 0.6 | 10 | 5 | -11 | -34 | 10 | 96 | -1 | 97
COC(=O)n1ccc(C(=O)Nc2ccccc2F)n1 | 0 | 3.7 | 3 | -3 | -13 | 8 | . | 102 | -1 | 98
COc1cccc(N2CCN(CC(=O)c3c[nH]c4ccc(OC)cc34)CC2C)c1 (stereo unspecified) | 2 | -1.5 | 2 | 8 | -17 | -56 | -35 | 59 | 0 | 58
COCC(=O)Nc1sc2c(c1C(=O)OC)CCC(C)C2 (stereo unspecified) | 3 | -1.6 | 14 | 2 | -4 | -14 | -5 | 92 | 1 | 96
Cc1ccc(CNc2oc(-c3cccs3)nc2C#N)cc1 | 5 | -0.9 | 5 | -3 | -13 | -11 | -6 | 69 | -1 | 74
O=C(CSc1nc2ccccc2c(=O)n1-c1ccccc1Cl)Nc1cccc(S(=O)(=O)N2CCOCC2)c1 | 2 | -2.1 | 13 | 11 | 7 | -39 | 17 | 87 | -2 | 91
Cc1ccc(NC(=O)CO/N=C(\N)c2nonc2N)cc1 | 2 | -1.1 | 8 | 6 | -5 | 35 | 29 | 101 | 0 | 107

Random draw from the library; overall some 6.4% were active at least once.
